# Source: PubChem BioAssay
# Thrombin inh: thrombin (human) inhibition; alpha-thrombin, Boc-VPR-AMC fluorogenic substrate cleavage; 220,000 tested, 0.26% active; inhibition, % at 5 µM;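 active = inhibition at or above 40%; inactive = inhibition below 40%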;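 note: 0% = enzyme with no compound and 100% = wells without enzyme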
#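 Material: human alpha-thrombin protein. Incubation: reaction at ambient temperature. Technique: fluorescence of released AMC, ex 355 nm, em 460 nm. Control set: no-compound enzyme wells and no-enzyme blanks. Also added: Boc-VPR-AMC substrate, 15 µM final. Buffer or medium: pH 7.5 Tris (50 mM) with NaCl 150 mM, Tween 20 0.05%.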
# TRPN1 ag: activates the zebrafish TRPN1 channel | HEK293 zebrafish TRPN1-YFP, Fluo-8 calcium fluorescence; 100% = response to 87 µM carbachol | activation, % at 3 µM | 220,000 tested, 0.18% active;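 active = activation above its plate's cutoff, the mean activation of test wells on that plate plus 3 SD, cut at about 19% in these data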;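 note: 0% = DMSO alone and 100% = 87 µM carbachol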
#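 Material – zebrafish TRPN1-YFP in HEK293 cells · Doses – 3 µM single point · Schedule – dye 1 h 37 °C plus 30 min RT · Signal – Fluo-8 calcium fluorescence, excitation 470-495 nm, emission 515-575 nm · Read-out – % activation versus carbachol response · Control set – carbachol high, DMSO low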
# Furin inh: human furin inhibition; P09958; AID 463115; inhibition, % at 30 µM; purified furin, fluorogenic substrate cleavage; 220,000 tested, 0.061% active; in the data active = inhibition above about 25%; note: inactives centre near -15
# Target sequence (P09958 108-714 limits assumed): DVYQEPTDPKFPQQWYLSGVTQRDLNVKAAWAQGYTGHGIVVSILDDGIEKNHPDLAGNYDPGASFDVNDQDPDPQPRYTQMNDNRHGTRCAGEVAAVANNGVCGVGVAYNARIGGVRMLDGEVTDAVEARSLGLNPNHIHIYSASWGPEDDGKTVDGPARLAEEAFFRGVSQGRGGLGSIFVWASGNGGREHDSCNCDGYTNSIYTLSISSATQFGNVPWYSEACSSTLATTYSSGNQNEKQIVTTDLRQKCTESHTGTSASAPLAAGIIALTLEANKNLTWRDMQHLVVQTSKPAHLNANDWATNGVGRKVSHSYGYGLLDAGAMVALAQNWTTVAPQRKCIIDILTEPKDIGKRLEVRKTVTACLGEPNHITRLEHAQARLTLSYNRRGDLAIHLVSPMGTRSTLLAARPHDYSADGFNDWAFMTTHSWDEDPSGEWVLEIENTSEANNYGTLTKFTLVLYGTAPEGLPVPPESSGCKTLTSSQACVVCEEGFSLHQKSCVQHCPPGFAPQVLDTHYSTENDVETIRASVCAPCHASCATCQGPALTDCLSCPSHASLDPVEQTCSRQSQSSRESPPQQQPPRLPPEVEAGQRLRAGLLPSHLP
# TRPML3 agonist: activates the human TRPML3 channel | activation, % at 3 µM | HEK293 TRPML3-YFP, Fluo-8 calcium fluorescence; 100% = the carbachol control signal | Q8TDD5 | 220,000 tested, 0.29% active;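 active = activation above its plate's cutoff, the mean activation of the plate's test wells plus 3 SD, cut at about 12% in these data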;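 note: 0% = DMSO only wells and 100% = carbachol wells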
#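 Material: TRPML3-YFP stable HEK293 cells | Dosing: One concentration, 3 µM nominal, 0.3% DMSO | Timing: 125 s total fluorescence read per well | Technique: Fluo-8 calcium dye fluorescence, ex 470-495, em 515-575 nm | Measure: Percent activation from peak-to-basal fluorescence ratio, scaled between DMSO and carbachol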
# TbHK1 inh: T. brucei hexokinase 1 inhibition | recombinant TbHK1, G6PDH-coupled NADH A340 | AID 1430 | 220,000 tested, 0.11% active | inhibition, % at 10 µM;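 active = inhibition of 50% or more in the single-dose primary screen; inactive = inhibition below 50%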
# Calpain2 inh: calpain II (pig) inhibition. purified calpain II, fluorogenic peptide substrate, 30 min. inhibition, % at 16 µM. 220,000 tested, 0.37% active. AID 1236;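 active = inhibition above about 50%, limit read from the data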
# KCC2 mod: modulates chloride dependent transport by human KCC2; Q9H2X9; 190,000 tested, 2.2% active; B-score of Tl+ flux slope (higher = more flux/activation; lower = inhibition) at 10 µM; KCC2 cells, thallium flux FluoZin-2 fluorescence; AID 1456;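 active = thallium flux slope and its plate-corrected score both differing from the plate sample mean at a set confidence after two filtering rounds, in either direction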;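 note: slope of fluorescence scaled to starting intensity during 10 to 20 s after thallium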
# PPC-1+TRAIL kill: compounds killing PPC-1 cancer cells with TRAIL present (potentiator screen, no TRAIL-free arm); PPC-1 cells + TRAIL, ATPLite viability luminescence; cell killing (% activity), % at 4 µM; 220,000 tested, 0.41% active; AID 1443;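 active = cell killing above 50% in the first pass at 4 µM, then a duplicate retest at 5 µM averaging 50% or more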;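 note: plate controls were cells with TRAIL plus DMSO for no effect and medium-only wells lacking cells for full effect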
# EBV gp42 block: EBV gp42 inhibition; Q1HVG2; Fluorescence polarization binding assay, mP read-out; inhibition, % (tested at 21.74 µM); 220,000 tested, 0.42% active; AID 1085; in the data active = inhibition above about 50%
# Target sequence (Q1HVG2 whole entry, looked up): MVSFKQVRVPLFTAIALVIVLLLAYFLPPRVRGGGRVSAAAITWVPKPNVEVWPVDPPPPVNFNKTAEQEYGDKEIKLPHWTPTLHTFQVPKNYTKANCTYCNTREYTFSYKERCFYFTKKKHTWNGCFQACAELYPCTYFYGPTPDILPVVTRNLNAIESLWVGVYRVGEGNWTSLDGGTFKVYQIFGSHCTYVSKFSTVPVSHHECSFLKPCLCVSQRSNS
# The depositor's hits bear a star; . = no result given; [ ] = another dose, or the depositor's remark.
# Preview (3 entries):
Compound,Thrombin inh,TRPN1 ag,Furin inh,TRPML3 agonist,TbHK1 inh,Calpain2 inh,KCC2 mod,PPC-1+TRAIL kill,EBV gp42 block
O=C(c1ccccc1)c1ccc(C(=O)N2CCN(c3ccc(F)cc3)CC2)o1,0,2.4,-12,0.1,-1,23,-0.95,-3,-15
CC1(C)Cc2[nH]c(=S)c(C#N)cc2CO1,7,0.1,-14,0.1,0,-8,0.44,6,-29
O=C(c1cnccn1)N1CCc2c([nH]c3ccccc23)C1c1cccc(Cl)c1 (stereo not drawn),-5,-1.7,-16,-0.3,1,-41,-0.34,19,19

# The listing, repeating the preview:
Compound,Thrombin inh,TRPN1 ag,Furin inh,TRPML3 agonist,TbHK1 inh,Calpain2 inh,KCC2 mod,PPC-1+TRAIL kill,EBV gp42 block
O=C(c1ccccc1)c1ccc(C(=O)N2CCN(c3ccc(F)cc3)CC2)o1,0,2.4,-12,0.1,-1,23,-0.95,-3,-15
CC1(C)Cc2[nH]c(=S)c(C#N)cc2CO1,7,0.1,-14,0.1,0,-8,0.44,6,-29
O=C(c1cnccn1)N1CCc2c([nH]c3ccccc23)C1c1cccc(Cl)c1 (stereo not drawn),-5,-1.7,-16,-0.3,1,-41,-0.34,19,19
CCOc1cc(C(c2c(C)[nH][nH]c2=O)c2c(C)[nH][nH]c2=O)ccc1OC(=O)c1cccc([N+](=O)[O-])c1,8,-0.7,-4[20 µM],0.4,-3,-20,0.54,11,-6
CCc1ccc2[nH]c(=O)c(CN(CCCN3CCOCC3)C(=O)Nc3ccccc3)cc2c1,0,1.0,-16,0.6,2,-12,0.4,10,-12
COc1cc(/C=N/NC(N)=O)cc(Br)c1OCc1ccc(C)cc1,-6,-0.1,-17[20 µM],0.4,-16,-11,-0.29,6,-3
N#Cc1ccccc1NC(=O)Nc1cccs1,5,-0.3,-12,0.6,-2,-20,0.31,-1,-19
O=C(N/N=C/c1ccco1)c1cc(-c2cccc3ccccc23)n[nH]1,3,-1.0,-15[20 µM],-1.0,-11,-32,-1.5,-6,-8
Cc1cc(C)c2cc(CN(Cc3ccco3)C(=O)NCc3ccccc3)c(=O)[nH]c2c1,2,-0.6,-1,-0.7,2,-30,-0.39,18,-8
Clc1ccc(-c2nnc3n2-c2ccccc2SC3)cc1,3,0.1,-23,0.2,-12,-15,-1.7,0,-17
O=[N+]([O-])c1ccc(Nc2ccc(F)cc2)nc1,23,-2.0,2,-0.4,-19,18,0.11,4,3
COC(=O)CC(=O)N1CCN(c2ccc(Cl)c(Cl)c2)CC1,-4,3.1,-16,1.3,2,0,0.33,-2,1
COC(=O)c1cc(NC(=O)C23CCC(C)(C(=O)O2)C3(C)C)cc(C(=O)OC)c1 (stereo not drawn),-4,-1.0,-11[20 µM],0.4,-5,-13,.,-1,-6
Cc1cccc2cc(/C=N/NC(=O)c3ccncc3)c(Cl)nc12,0,2.4,-22,0.5,-25,-28,1.3,31,-9
CC1CCCC(NC(=O)COC(=O)COc2ccc(Cl)cc2)C1C (stereo not drawn),-4,-1.3,-17[20 µM],-0.8,-9,30,-0.13,-6,-7
O=C(Nc1nc(-c2ccc([N+](=O)[O-])cc2)cs1)c1c(F)cccc1F,-2,0.2,-21,0.8,-4,-10,0.1,5,-27
Cc1cc([N+](=O)[O-])cc(C)c1OCC(=O)N/N=C/c1ccc(OC(=O)c2ccccc2)cc1,-5,2.1,-1,0.5,-8,1,1.4,7,-16
O=C(O)c1ccccc1-c1ccccc1C(=O)Nc1ccc2c(c1)[nH]c(=O)c1ccccc12,1,1.8,-10,0.9,-40,17,-3.8,-9,-1
COC(=O)C1=C(C)N(CCCC(=O)O)C(=O)NC1c1cc2c(cc1[N+](=O)[O-])OCO2 (stereo not drawn),3,2.1,-12,0.7,5,-57,3.7*,34,-14
CN(C)C(=O)C12CCC(C)(C(=O)C1Br)C2(C)C (stereo not drawn),-1,1.2,-14,0.7,-7,-6,0.0017,11,-14
O=C(CSc1nc2ccccc2s1)N1CCN(C(=O)c2ccco2)CC1,-1,0.7,-21[20 µM],0.2,-3,-2,-0.016,19,-16
CCNC(=S)N(CCc1ccccc1C)Cc1cc2cc(OC)c(OC)cc2[nH]c1=O,0,0.1,-26,0.5,11,-86,-1.3,7,5
COc1ccc(NC(=O)Cn2cnc3sc(C)c(S(=O)(=O)N4CCN(C)CC4)c3c2=O)cc1OC,-15,1.2,-10,0.9,0,-26,-0.042,11,-7
NC(N)=NNC(=O)c1ccccc1Cl,2,3.6,-13,0.2,3,-25,0.019,5,-17
O=Cc1ccc(-c2nc3ccccc3s2)o1,-6,-0.6,-14,0.2,-39,-91,-0.0082,21,-18
Cc1ccc(-c2nn(-c3ccccc3)cc2/C=N/NS(=O)(=O)c2ccccc2)cc1,2,-1.6,-12[20 µM],-1.4,-9,-71,-0.0014,10,6
CC(=O)N1CCN(c2nnnn2-c2ccccc2)CC1,3,0.5,-27[20 µM],1.2,-3,3,0.9,-7,-23
Cn1nc(-c2ccc(N3CCCCC3)c(NC(=O)c3ccco3)c2)c2ccccc2c1=O,-4,-1.3,-15[20 µM],0.1,-12,-68,.,13,-2
O=C(NCC1CCN(Cc2ccccc2Cl)CC1)Nc1cccc(Cl)c1,0,0.7,-17,0.0,7,17,-0.92,27,1
COc1ccc(CCNC(=O)Cn2cnc3c(nnn3Cc3ccc(C)cc3)c2=O)cc1OC,2,-0.1,-13[20 µM],0.5,3,-16,-0.91,-5,-18
CC1CCCCN1C(=O)CSc1nc2ccccc2n1CC(=O)N1CCc2ccccc21 (stereo not drawn),2,1.4,-20,-0.1,4,-70,0.25,-9,-13
COC(=O)c1oc2ccc(Br)cc2c1NC(=O)CCCN1C(=O)c2ccccc2C1=O,4,1.2,-28,-0.6,-6,-3,1.3,10,-21
CC1(C)CC(=O)c2sc(NC(=O)CCS(=O)(=O)c3ccccc3)nc2C1,1,-0.4,-26,0.4,-28,11,.,7,-16
CC12CCC(C(=O)N(Cc3ccccc3)Cc3ccccc3)(OC1=O)C2(C)C (stereo not drawn),2,-1.3,-9[20 µM],-1.2,-5,27,.,8,18
CCCCc1ccc(N=N/C(C(=O)Nc2ccccc2OC)=C(/C)O)cc1,-2,1.3,-4,0.8,-4,-9,-0.22,10,-9
COc1ccc2cc(C(c3nnnn3CC3CCCO3)N3CCOCC3)c(=O)[nH]c2c1 (stereo not drawn),3,-0.7,-21,0.6,-21,-19,0.6,18,-5
COc1ccc(-c2noc(CN(C)S(=O)(=O)c3ccc(C)cc3)n2)cc1,-2,0.5,-15[20 µM],138*,10,-2,-0.38,10,-6
COc1cccc(C(C(=O)NC2CCCC2)N(Cc2ccccc2OC)C(=O)c2ccco2)c1 (stereo not drawn),-4,-0.4,-21[20 µM],-1.1,4,-5,-0.071,9,-20
CC1CC(C)CN(C(=S)SCc2nc(N)nc(Nc3ccccc3)n2)C1 (stereo not drawn),-1,-0.5,-9,-0.4,-2,25,-0.036,-4,9
COc1ccc(NC(C)=O)cc1NC(C)c1nc2sc(C)c(C)c2c(=O)[nH]1 (stereo not drawn),-1,0.1,-21,0.7,-7,-127,1.3,26,-10
Nc1nonc1-c1noc(-c2ccccc2Br)n1,-8,-1.4,-5[20 µM],-0.5,-2,-30,-1,-7,7
Cn1c(=O)[nH]c(=O)c2c1nc(N1CCCC1)n2CCSc1nc2ccccc2[nH]1,0,3.1,-1[20 µM],-0.1,-5,-7,1.2,15,-19
O=C(NC1=NCCS1)c1cc(-c2cccnc2)nc2ccccc12,-7,0.2,-23,1.0,-18,-16,-1.3,15,-6
Cc1ccccc1-c1nc(CS(=O)(=O)CC(=O)NCCCN2C(C)CCCC2C)c(C)o1 (stereo not drawn),-9,0.2,-26,-0.5,0,-6,0.059,20,-12
CC(C)CN1C(=O)/C(=C(/C#N)C(=O)NC2CCCCC2)c2ccccc21,-9,-0.8,-19,1.3,-10,-11,0.96,19,-4
CC(C(=O)NCCS(=O)(=O)c1ccc(Cl)cc1)S(=O)(=O)c1ccccc1 (stereo not drawn),-4,0.2,-19,-0.7,-1,-13,0.44,13,5
COc1cc(CCCN2C(=O)C(=O)NC[C@@H]2C(C)O)cc(OC)c1OC (stereo partly drawn),-2,.,-25,.,6,-3,0.62,3,-13
N/C(CSc1nc(-c2ccccc2)c(-c2ccccc2)o1)=N\O,-6,-1.0,-10,-0.2,-1,-11,.,5,-10
O=C1NCCCC2c3c(cc(Br)c(O)c3Br)OC12N1CCCCC1 (stereo not drawn),3,-0.7,-9[20 µM],0.4,-12,-2,-0.044,15,-17
Cc1cccc(C(CC(=O)O)n2cccc2)c1 (stereo not drawn),2,1.2,-5[20 µM],0.5,3,7,.,0,-16
CCOC(=O)c1cc2ccc(OC)c(OC)c2c(=O)s1,-7,2.3,-9[20 µM],0.5,-15,-27,0.66,0,-24
CCOC(=O)c1cccc(NC(=O)C2CCCN2S(=O)(=O)c2cccc3cccnc23)c1 (stereo not drawn),-6,-0.4,-20,-0.3,-2,-5,.,-15,-4
COc1ccc2[nH]cc(CCN3C(=O)CCC3=O)c2c1,-12,-0.4,-16[20 µM],0.4,-4,0,-1.6,4,9
O=C(CSc1nnc(SCc2ccc(Cl)cc2)s1)N/N=C/c1ccccc1Cl,-7,0.7,-19,1.2,9,5,-1,-4,2
COc1ccc(NC(=S)NC2CC3CCCC(C2)N3C2CC2)cc1 (stereo not drawn),0,0.2,-12,0.0,6,-20,0.56,-10,-5
CC1CC(C)CN(C(=O)c2cn(C)c3ccc(S(=O)(=O)N(C)C)cc3c2=O)C1 (stereo not drawn),0,0.2,-1,0.4,-19,-4,0.63,10,-16
COc1ccc(Cc2nnc(NC(C)=O)s2)cc1,-5,-0.1,-20,0.2,1,24,0.51,12,-9
CCN1C=C(C(=O)OC)C(c2cccc(OC)c2OC)C(C(=O)OC)=C1,-13,-0.2,-73,0.5,-10,-409,0.57,36,-10
CCCN(CC1CC1)C(=S)Nc1ccccc1F,6,0.0,-16,0.3,-6,-3,-0.6,25,-3
CCN(CC)c1ccc(NC(=O)Nc2ccccc2C(F)(F)F)cc1,2,0.2,-14,0.6,0,8,-0.65,30,-19
COc1ccccc1C(=O)N1CCN(S(=O)(=O)Cc2ccccc2)CC1,-13,0.3,-24,0.9,-3,-19,.,-13,-11

# 2 entries picked at random from those above:
Compound,Thrombin inh,TRPN1 ag,Furin inh,TRPML3 agonist,TbHK1 inh,Calpain2 inh,KCC2 mod,PPC-1+TRAIL kill,EBV gp42 block
COc1ccc(Cc2nnc(NC(C)=O)s2)cc1,-5,-0.1,-20,0.2,1,24,0.51,12,-9
O=C1NCCCC2c3c(cc(Br)c(O)c3Br)OC12N1CCCCC1 (stereo not drawn),3,-0.7,-9[20 µM],0.4,-12,-2,-0.044,15,-17
